High-throughput results deposited in PubChem BioAssay by several laboratories.
FXIa inh 1536 – human FXIa protease inhibitors, primary screen, biochemical, 1536-well. purified FXIa, Boc-Glu-Ala-Arg-AMC fluorogenic substrate. inhibition, % at 5 µM. 220,000 compounds, 0.14% hits. AID 798, 2007;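 active = inhibition of at least 40%; inactive = inhibition below 40%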;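 also: fluorescence of freed AMC excited at 355 nm; 0% = enzyme without compound and 100% = no enzyme blank; many of its hits are not listed in these tables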
Target sequence (P03951 19-387 limits assumed): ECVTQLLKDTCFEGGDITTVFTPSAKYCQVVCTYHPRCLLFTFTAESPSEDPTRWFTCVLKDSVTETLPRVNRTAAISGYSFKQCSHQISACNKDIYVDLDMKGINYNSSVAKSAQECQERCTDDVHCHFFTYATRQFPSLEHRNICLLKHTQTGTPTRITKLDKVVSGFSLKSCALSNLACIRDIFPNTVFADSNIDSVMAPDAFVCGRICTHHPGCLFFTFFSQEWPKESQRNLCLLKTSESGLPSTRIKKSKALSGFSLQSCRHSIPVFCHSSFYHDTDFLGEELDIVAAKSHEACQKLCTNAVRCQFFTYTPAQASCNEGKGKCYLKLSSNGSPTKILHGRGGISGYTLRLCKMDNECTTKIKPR
Target sequence (P03951 388-625 limits assumed): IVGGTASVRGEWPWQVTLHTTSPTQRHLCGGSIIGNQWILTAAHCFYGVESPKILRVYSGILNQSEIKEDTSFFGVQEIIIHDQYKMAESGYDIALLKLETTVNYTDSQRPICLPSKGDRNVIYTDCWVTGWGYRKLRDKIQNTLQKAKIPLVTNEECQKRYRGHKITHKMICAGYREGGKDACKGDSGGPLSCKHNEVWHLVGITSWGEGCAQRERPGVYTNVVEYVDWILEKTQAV
Wee1 stabilizer – Wee1 degradation inhibitors, primary screen, cell-based, HeLa, Wee1K328M-luciferase, luminescence; Wee1-like protein kinase (Homo sapiens), P30291; HeLa Luc-Wee1K328M stability; 100% = proteasome inhibitor MG132 effect; reporter increase, % at 5 µM; 220,000 compounds, 1.2% hits; AID 1321, 2008;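 active = activation above the mean of all tested compounds plus 3 SD, set per screening run, cut at about 8.8% in these data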;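 also: cells exposed to compound for 20 h before luminescence read; 0% = DMSO alone and 100% = MG132 at 30 µM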
FXIIa inh – human FXIIa protease inhibitors, primary screen, biochemical, 1536-well; 220,000 compounds, 0.3% hits; Coagulation factor XII (Homo sapiens), P00748; inhibition, % at 5 µM; purified FXIIa, Boc-QGR-AMC fluorogenic substrate, 2 h; in the data active = inhibition above about 40%;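 also: 0% = enzyme with no compound and 100% = blank without enzyme; many of its hits are not listed in these tables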
zVAD death inh – inhibitors of zVAD-triggered necroptosis, primary screen, L929 cells; L929 zVAD necroptosis rescue, ATP luminescence, 24 h; with zVAD 60 µM; viability rescue, % at 10 µM; 220,000 compounds, 0.38% hits; AID 1377, 2008;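 active = activation, scaled between plate controls, above about 75%, limit read from the data; inactive = activation under that limit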;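 also: 0% = zVAD with DMSO and 100% = DMSO alone without zVAD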
TNF necrop inh – inhibitors of TNF-alpha triggered necroptosis, primary screen, cell-based, Jurkat FADD-/-, single concentration. Jurkat FADD-/- TNF necroptosis rescue, ATP luminescence, 24 h; 0 = TNF only, 100 = no-TNF cells. activation (protection from cell death), % at 10 µM. 220,000 compounds, 0.068% hits. AID 463075, 2010;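 active = activation, meaning protection from cell death, of at least 50% relative to plate controls; inactive = activation below 50%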;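 also: necroptosis triggered by 40 ng/mL TNF-alpha added together with compound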
TbHK1 inh – Trypanosoma brucei hexokinase 1 inhibitors, primary screen, biochemical, G6PDH-coupled NADH absorbance, MLSCN library; hexokinase 1 [Trypanosoma brucei]; recombinant TbHK1, G6PDH-coupled NADH A340; inhibition, % at 10 µM; 220,000 compounds, 0.11% hits;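 active = inhibition of 50% or more in the single-dose primary screen; inactive = inhibition below 50%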
CHOP inh – inhibitors of CHOP promoter induction, primary screen, cell-based, unfolded protein response, luciferase reporter; inhibition, % at 10 µM; CHO-K1 CHOP-promoter luciferase, tunicamycin-induced, 15-18 h; 220,000 compounds, 3.8% hits; AID 2732, 2010;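 active = compounds that reduced the stress-induced luciferase reporter signal by more than about 70% of percent inhibition, limit read from the data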;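 also: 0% = tunicamycin plus vehicle and 100% = wells without tunicamycin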
EP2 antag – human EP2 receptor antagonists, primary screen, TR-FRET cAMP, C6 glioma cells; Prostaglandin E2 receptor EP2 subtype (Homo sapiens), P43116; 260,000 compounds, 0.52% hits; inhibition, % at 25 µM; C6 glioma cells expressing human EP2; cells stimulated with saturating PGE2;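 active = percent inhibition above 40 after rounding to a whole number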;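 also: rat C6 glioma host cells with rolipram phosphodiesterase inhibitor present; the protocol text gives 20 µM as final concentration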
Target sequence (P43116 whole entry, looked up): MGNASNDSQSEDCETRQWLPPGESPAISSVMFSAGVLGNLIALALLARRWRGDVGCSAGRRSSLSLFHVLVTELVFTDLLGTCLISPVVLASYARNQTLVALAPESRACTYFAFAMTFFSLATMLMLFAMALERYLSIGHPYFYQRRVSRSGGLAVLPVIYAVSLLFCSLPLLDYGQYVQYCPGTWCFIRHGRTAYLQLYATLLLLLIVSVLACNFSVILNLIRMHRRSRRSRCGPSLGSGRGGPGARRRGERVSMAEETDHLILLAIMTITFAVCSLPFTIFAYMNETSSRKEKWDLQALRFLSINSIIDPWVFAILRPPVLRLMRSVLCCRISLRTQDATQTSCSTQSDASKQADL
PPC-1+TRAIL kill – compounds killing PPC-1 cancer cells with TRAIL present, primary screen, TRAIL potentiator project, ATPLite luminescence, uHTS. PPC-1 cells + TRAIL, ATPLite viability luminescence. cell killing (% activity), % at 4 µM. 220,000 compounds, 0.41% hits;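 active = cell killing above 50% in the first pass at 4 µM, then a duplicate retest at 5 µM averaging 50% or more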;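 also: plate controls were cells with TRAIL plus DMSO for no effect and medium-only wells lacking cells for full effect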
* hit, by the source's call; / = no result given.

item	compound	FXIa inh 1536	Wee1 stabilizer	FXIIa inh	zVAD death inh	TNF necrop inh
1	O=C(Nc1ccc2c(c1)CCC2)c1cc(=O)[nH]c2ccccc12	-5	-3	1	1.6	-1.4
2	Cc1cc(C)n(Cc2ccc(C(=O)Nc3ccc(Br)cc3C)o2)n1	-8	-3	-4	/	2.3
3	CC(C)(C)NC(=O)c1ccnc(C(C)(C)C)c1	7	-2	11	-0.1	0.1
4	C#CCOCCOCCOCCNc1nc(N2CCN(C(=O)Cn3cc(CC(C)O)nn3)CC2)nc(N2CCN(C(=O)[C@H]([C@@H](C)CC)n3cc(CCCN=C(N)N)nn3)CC2)n1 (stereo not given in full)	11	-2	17	16	0.1
5	O=C(c1nsc(Cl)c1Cl)N1CCCCC1	8	0	20	2.0	1.2
6	O=C(O)c1nccnc1C(=O)Nc1ccc(Oc2c(Cl)cccc2Cl)nc1	7	3	4	2.0	5.1
7	Oc1ccc(C(=S)N2CCN(c3cccc(Cl)c3)CC2)cc1	-4	-2	6	4.8	0.8
8	Fc1ccc(C2N(c3ccccc3)C(=S)N3CCCN23)cc1 (stereo not given)	0	0	6	-0.8	-0.2
9	CC(=O)c1c(C(C)=O)c(C)n(NC(=O)c2ccccc2O)c1C	-6	-2	-8	0.5	-2.5
10	O=C(Nc1ccc(-c2nnc3n2CCCCC3)cc1)c1cc2ccccc2o1	-1	6	12	71	3.3
11	O=C(Cc1ccc(F)cc1)N1CCN=C1SCc1cccc([N+](=O)[O-])c1	-3	2	1	5.3	1.7
12	NC(=O)COC(=O)c1sc2cc(F)ccc2c1Cl	-4	-1	2	17	-0.7
13	CCCNS(=O)(=O)c1ccc(OC)c(Cl)c1Cl	-36	-1	-7	-0.4	-0.3
14	COC(=O)Cc1c(O)ccn(Cc2ccc3c(c2)OCO3)c1=O	-7	1	2	2.0	-0.2
15	Cc1nn(-c2ccccc2)c(NC(=O)C(C)C)c(-c2ccccc2)c1=O	1	-1	-1	0.2	1.6

item	TbHK1 inh	CHOP inh	EP2 antag	PPC-1+TRAIL kill
1	-4	23	12	10
2	-4	11	6	15
3	-3	-1	8	2
4	-4	-6	12	-5
5	-5	13	7	8
6	-14	26	1	-17
7	3	33	17	13
8	0	3	2	9
9	-18	4	10	13
10	-6	-15	14	17
11	-6	38	4	22
12	-4	22	6	20
13	1	15	6	8
14	-5	2	6	8
15	-7	8	2	2

(more compounds)
item	compound	FXIa inh 1536	Wee1 stabilizer	FXIIa inh	zVAD death inh	TNF necrop inh
16	CCN(CCNC(=O)C1CCN(S(=O)(=O)CC)CC1)c1ccccc1	0	-1	15	-0.5	-2.6
17	O=C(Nc1ccc(Cl)cc1)N1CCc2ccccc2C1	0	9.7*	8	0.2	3.6
18	COc1ccc(-c2nnc(SCC(=O)c3cccs3)o2)c(OC)c1	4	4	15	-0.3	-0.4
19	CCCn1c(=S)[nH]c2ccc(C(F)(F)F)cc21	-3	-2	6	0.5	0.0
20	Cc1nn(Cc2ccccc2)c(Cl)c1C(=O)NCCc1ccccc1	-10	4	-2	-0.8	0.5
21	CCN(CC)C(=O)CSc1nc(C)cc(C)n1	1	-1	14	0.1	-0.3
22	COc1ccc(CNC(NC(=O)c2ccccc2)(C(F)(F)F)C(F)(F)F)cc1	6	3	7	0.0	0.1
23	CC(=O)c1sc(Nc2ccc(C)cc2)nc1C	-5	2	3	-0.7	0.9
24	COc1ccc(OC)c(C2C(C(=O)c3ccccc3)=C(C)Nc3nc4ccccc4n32)c1 (stereo not given)	6	4	12	-1.1	1.2
25	CCCN1Cc2cccc(C(=O)Nc3ccc4c(c3)OCCO4)c2C1=O	-1	-2	11	0.1	-2.3
26	NC(=O)C1CCN(Cc2nc3cc(Cl)ccc3c(=O)[nH]2)CC1	-4	3	7	-0.7	-4.3
27	O=C(NCc1ccco1)c1nc2ccccc2s1	-8	3	12	-0.2	-1.5
28	O=C(O)C1CCN(Cc2cnn(-c3ccccc3)c2-n2cccc2)CC1	-3	0	-1	0.5	-0.1
29	COc1ccc(C(=O)N2CCN(C(=O)CC(C)C)CC2)cc1OC	4	2	-1	0.9	-1.9
30	CN(C)/C=C(/C(=O)c1ccc(Cl)cc1)S(=O)(=O)c1ccc(Cl)cc1	0	0	4	0.4	-2.8

item	TbHK1 inh	CHOP inh	EP2 antag	PPC-1+TRAIL kill
16	-1	24	8	-6
17	9	-3	6	16
18	-6	-11	17	4
19	3	17	6	12
20	-3	17	12	3
21	-2	1	12	-6
22	0	24	8	4
23	-12	1	5	-16
24	0	19	/	8
25	-11	78*	5	7
26	-6	9	17	24
27	1	-30	7	-9
28	-9	-2	5	/
29	7	21	21	-6
30	-11	55	/	5

(listing goes on)
item	compound	FXIa inh 1536	Wee1 stabilizer	FXIIa inh	zVAD death inh	TNF necrop inh
31	Cc1ccc(C)c2sc(NC(=O)c3nc4ccccc4s3)nc12	3	2	12	/	0.4
32	S=C(Nc1ccc(Oc2ccccc2)cc1)N1CCN(c2ccccn2)CC1	-7	0	-2	1.2	-2.3
33	COc1ccc(CCNC(=O)CCNS(=O)(=O)c2cccc(Cl)c2)cc1OC	2	7	9	0.0	0.2
34	COc1ccc(NC(=O)COc2ccc3c(c2)CCC3)cc1	0	1	8	0.1	-1.2
35	O=C(Nc1ccccc1)n1cc(-c2ccccn2)c(N2CCOCC2)n1	-5	-2	4	4.9	-4.4
36	Cc1sc(-c2ccncc2)nc1OC(=O)c1ccc(Cl)cc1	-5	1	-11	0.1	-1.0
37	Cc1nc(N2CCOCC2)[nH]c(=O)c1CCC(C)C	0	1	9	0.1	-0.1
38	CN(C(=O)CSc1nnc(Cc2cccc3ccccc23)n1N)C1CCS(=O)(=O)C1 (stereo not given)	5	4	13	0.8	-0.8
39	COC(c1ccccc1)c1nnc(CCC(=O)N(C)CCOc2ccccc2)o1 (stereo not given)	7	0	25	-0.6	0.0
40	C#CCOCCOCCOCCNc1nc(N2CCN(C(=O)Cn3cc(CC(C)O)nn3)CC2)nc(N2CCN(C(=O)[C@H](CCCCN)n3cc(CCC(=O)O)nn3)CC2)n1 (stereo not given in full)	5	-2	11	3.4	0.0
41	Cc1cc(C)c(S(=O)(=O)c2ccccc2)c(OC(=O)c2c(Cl)cccc2Cl)n1	0	0	16	-0.1	-8.4
42	O=S(=O)(c1ccc(Br)cc1)c1nc(-c2ccccc2)oc1NCc1cccnc1	3	-2	2	0.9	0.1
43	COc1ccccc1N(C(=O)CCl)c1cn(C(C)=O)c2ccccc12	1	2	4	-0.3	-26
44	O=C(Cn1nc(Cc2cccnc2)c2ccccc2c1=O)Nc1cccnc1Cl	1	0	2	-0.8	0.4
45	CCOC(=O)/C=C/C(=O)OCC(=O)Nc1ccc(Cl)cc1Cl	-4	-2	7	1.8	-0.8

item	TbHK1 inh	CHOP inh	EP2 antag	PPC-1+TRAIL kill
31	-1	51	10	17
32	-2	27	1	15
33	-2	23	-1	9
34	7	9	4	25
35	-2	9	19	12
36	-2	-3	14	-25
37	-6	22	6	10
38	-10	0	5	-9
39	1	-9	4	6
40	-2	-5	12	12
41	6	50	/	16
42	-12	72*	12	17
43	-7	-62	8	23
44	-2	-11	7	17
45	-9	17	6	1

Random excerpt: two entries already listed.
item	compound	FXIa inh 1536	Wee1 stabilizer	FXIIa inh	zVAD death inh	TNF necrop inh
42	O=S(=O)(c1ccc(Br)cc1)c1nc(-c2ccccc2)oc1NCc1cccnc1	3	-2	2	0.9	0.1
44	O=C(Cn1nc(Cc2cccnc2)c2ccccc2c1=O)Nc1cccnc1Cl	1	0	2	-0.8	0.4

item	TbHK1 inh	CHOP inh	EP2 antag	PPC-1+TRAIL kill
42	-12	72*	12	17
44	-2	-11	7	17

(cont.)
item	compound	FXIa inh 1536	Wee1 stabilizer	FXIIa inh	zVAD death inh	TNF necrop inh
46	O=C(NC1CCCc2ccccc21)c1ccc(=O)[nH]c1 (stereo not given)	-7	-3	4	0.3	-1.1
47	O=C(N=c1ccn(-c2nc3ccccc3nc2NS(=O)(=O)c2ccc(Cl)cc2)cc1)c1cccs1	-4	-2	-1	-0.5	6.1
48	COCCn1c(C)cc(C(=O)CSc2cc(C)c3ccc(OC)cc3n2)c1C	0	1	10	0.6	6.0
49	c1ccc(CCc2nn3c(Cn4cnc5ccccc54)nnc3s2)cc1	0	0	2	2.3	-2.8
50	COc1ccc(N2CCN(C(=O)c3cc(N4C(=O)C5C6CCC(C6)C5C4=O)ccc3Cl)CC2)cc1 (stereo not given)	7	0	11	0.0	1.9
51	COc1ccc(C2SCCN2C(=S)Nc2ccc(Cl)cc2)cc1 (stereo not given)	0	1	9	0.5	1.8
52	COc1ccccc1Cn1c(=O)c2ccccc2n2c(SCC(=O)N3CCCCC3)nnc12	11	0	-5	-0.3	-1.5
53	COc1ccc(C(C)=O)cc1COC(=O)c1c(C)noc1C	0	1	9	0.4	-8.7
54	Cn1c(SCc2ccc(C#N)cc2Cl)nc2ccccc21	6	4	14	0.3	0.4
55	CN(C)c1nc(N(C)C)n(Cc2c(Cl)cccc2Cl)n1	-4	-1	3	1.5	0.5
56	COC(=O)c1ccc(-c2noc(CN(C)CC3CCCCO3)n2)cc1 (stereo not given)	10	2	22	73	0.3
57	COc1ccccc1N1CCN(C(=O)c2cc(C)oc2C)CC1	3	3	12	-0.1	-0.2
58	COc1ccc2c(c1)CCCC21NC(=O)N(CC(N)=O)C1=O (stereo not given)	-6	-1	10	-0.1	-2.6
59	COc1ccccc1N1C(=O)[C@@H]2[C@H](C1=O)[C@H](C(=O)c1ccc(OC(C)=O)cc1)N1N=CC=C[C@@H]21	-4	2	7	0.2	1.3

item	TbHK1 inh	CHOP inh	EP2 antag	PPC-1+TRAIL kill
46	1	4	12	20
47	-9	98*	48*	-4
48	-4	0	2	3
49	8	9	9	14
50	29	43	6	16
51	-2	29	8	3
52	-1	27	11	-2
53	2	-1	12	23
54	9	25	7	11
55	-5	23	9	14
56	4	8	11	6
57	3	6	5	4
58	-2	-3	9	7
59	-8	-9	3	-3

Whole records as entered above. Order of values: FXIa inh 1536	Wee1 stabilizer	FXIIa inh	zVAD death inh	TNF necrop inh	TbHK1 inh	CHOP inh	EP2 antag	PPC-1+TRAIL kill
Profile of `O=C(O)c1nccnc1C(=O)Nc1ccc(Oc2c(Cl)cccc2Cl)nc1` : 7	3	4	2.0	5.1	-14	26	1	-17
Profile of `O=C(Nc1ccc(Cl)cc1)N1CCc2ccccc2C1` : 0	9.7*	8	0.2	3.6	9	-3	6	16
Profile of `Cc1cc(C)c(S(=O)(=O)c2ccccc2)c(OC(=O)c2c(Cl)cccc2Cl)n1` : 0	0	16	-0.1	-8.4	6	50	/	16
Profile of `Cc1cc(C)n(Cc2ccc(C(=O)Nc3ccc(Br)cc3C)o2)n1` : -8	-3	-4	/	2.3	-4	11	6	15
Profile of `CCN(CC)C(=O)CSc1nc(C)cc(C)n1` : 1	-1	14	0.1	-0.3	-2	1	12	-6

Some of the compounds tested, so the mix of outcomes need not match the whole.
